# Screens from PubChem.
# LmPK inh: LmPK (Leishmania mexicana) enzyme inhibition; purified LmPK, Kinase-Glo ATP luminescence, 1 h; Potency, µM (top dose mostly 57.5 µM), inactives show at the highest dose activity change, negative = inhibition, most hits filed as inhibitors; AID 1721; 290,000 compounds, 0.37% hits; Q27686; also: potency is read from the fitted curve at half-maximal effect
# Target sequence (Q27686 whole entry, looked up): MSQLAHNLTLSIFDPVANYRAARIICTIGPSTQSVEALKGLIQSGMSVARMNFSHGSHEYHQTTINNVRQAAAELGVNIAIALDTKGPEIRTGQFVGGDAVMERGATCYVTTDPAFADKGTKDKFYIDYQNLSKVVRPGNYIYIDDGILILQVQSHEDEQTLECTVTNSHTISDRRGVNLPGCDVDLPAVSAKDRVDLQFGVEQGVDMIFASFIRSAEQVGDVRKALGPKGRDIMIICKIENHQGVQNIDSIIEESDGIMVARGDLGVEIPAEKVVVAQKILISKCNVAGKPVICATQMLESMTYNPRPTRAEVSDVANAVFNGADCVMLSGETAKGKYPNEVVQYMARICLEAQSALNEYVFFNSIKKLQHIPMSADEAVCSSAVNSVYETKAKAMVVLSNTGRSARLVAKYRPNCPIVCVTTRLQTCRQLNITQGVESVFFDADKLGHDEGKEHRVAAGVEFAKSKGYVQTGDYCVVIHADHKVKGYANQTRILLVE
#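 Pyruvate kinase activity monitored as ATP production (luciferase luminescence). Conditions: 0.1 nM enzyme, 0.5 mM PEP, 0.1 mM ADP, 1 h, RT; normalized against uninhibited and no-enzyme wells.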
# Sm TGR block: blocks Schistosoma mansoni thioredoxin glutathione reductase. Q962Y6. purified TGR, DTNB reduction, TNB absorbance 405 nm. Potency, µM (series often up to 114 µM), for inactives: top-dose activity change, negative = inhibition, usual class: inhibitors. 360,000 compounds, 3% hits. AID 485364; also: potency is read from the fitted curve at half-maximal effect; nearly all actives have a fitted effect of over 60% in size
#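 First, TGR (20 nM dispensed) and NADPH were mixed with compound. Second, a 15 min room-temperature incubation followed. Third, further NADPH and then DTNB were added to start the reaction. Finally, TNB absorbance was monitored kinetically.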
# HCMV antiviral: blocks human cytomegalovirus replication; HFF cells, HCMV-luciferase reporter, 72 h; active compounds read low; activity change, negative = inhibition, % at 57.5 µM; 410,000 compounds, 4.5% hits; AID 1259415; in the data active = activity change below about -60%; inconclusive = no clear call, values can overlap the other calls; inactive = above about -39%
#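 Inhibition of viral replication was scored as loss of reporter luminescence in HFFs infected with HCMV-luciferase (MOI 1 PFU/cell) for 72 h; compounds tested at 2 doses, normalized to buffer and Salinomycin controls.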
# AmpC inh no detg: inhibitors of E. coli AmpC beta-lactamase without detergent; AID 485341; 330,000 compounds, 0.52% hits; AmpC nitrocefin hydrolysis, absorbance 480 nm, 0.0001% Triton; Potency, µM (doses to about 57.1 µM), without a hit: at the top dose activity change, negative = inhibition, most hits filed as inhibitors;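 also: potency is read from the fitted curve at half-maximal effect; plate controls were no compound for no effect and no enzyme for full effect; nearly all actives have a fitted effect of over 20% in size; some results filed as inactive show a strong effect at the top dose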
# Target sequence (P00811 whole entry, looked up): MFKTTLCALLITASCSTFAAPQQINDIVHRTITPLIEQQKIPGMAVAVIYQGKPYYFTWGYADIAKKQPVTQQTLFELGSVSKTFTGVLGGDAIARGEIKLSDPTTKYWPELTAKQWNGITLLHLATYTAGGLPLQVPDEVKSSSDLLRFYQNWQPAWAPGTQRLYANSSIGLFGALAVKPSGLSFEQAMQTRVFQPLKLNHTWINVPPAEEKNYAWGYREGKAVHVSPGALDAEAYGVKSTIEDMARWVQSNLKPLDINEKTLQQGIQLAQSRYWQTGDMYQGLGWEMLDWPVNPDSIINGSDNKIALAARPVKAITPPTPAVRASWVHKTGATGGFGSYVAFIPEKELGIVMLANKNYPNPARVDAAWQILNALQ
#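 20 mM phosphate pH 7.0 + 0.01% (detergent screen) or 0.0001% Triton X-100; 5.3 nM AmpC reagent; cpd preinc 15 min RT; nitrocefin (800 uM stock) to start; A480 q20 s × 4 min; Activity was normalised to no-enzyme and no-compound control wells.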
# AMA1-RON2 inh: inhibitors of Plasmodium falciparum AMA1-RON2 interaction | AlphaScreen AMA1-biotinylated RON2 peptide binding | Potency, µM (doses to about 58.2 µM), for the others: at the top dose activity change, negative = inhibition, usual class: inhibitors | 360,000 compounds, 0.2% hits | AID 720542;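 also: potency is read from the fitted curve at half-maximal effect; 0% = vehicle wells and -100% = peptide control; nearly all actives have a fitted effect of over 45% in size; some results filed as inactive show a strong effect at the top dose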
#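 AMA1 (3D7) with his tag at 25 nM final met compounds first, then biotinylated RON2 peptide at 25 nM; detection used donor plus acceptor beads, 10 µg/mL apiece, read by AlphaScreen after 30 min at room temperature.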
# TbPYK inhibitor: blocks Trypanosoma brucei pyruvate kinase; 410,000 compounds, 0.12% hits; Potency, µM (highest dose often 76.8 µM), for the others: top-dose activity, negative = inhibition, most hits filed as inhibitors; TbPYK enzyme, Kinase-Glo Plus ATP luminescence, 45 min; AID 624173; Q57TT1; also: potency is read from the fitted curve at half-maximal effect; nearly all actives have a fitted effect of over 50% in size
#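 Readout: single end-point luminescence (Kinase-Glo Plus, 10 min). Reaction conditions were TbPYK/substrate plus 130 uM ADP, 45 min at RT, pH 7.2 TEA buffer. No-enzyme wells served as controls, and data were normalized before concentration-response fitting.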
# AmpC inh detg: inhibitors of E. coli AmpC beta-lactamase with detergent. P00811. AmpC hydrolysis of nitrocefin, absorbance 480 nm, 0.01% Triton. Potency, µM (series often up to 114 µM), inactives show at the top dose activity change, negative = inhibition, usual class: inhibitors. 370,000 compounds, 0.041% hits;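 also: potency is read from the fitted curve at half-maximal effect; 0% = no-compound wells and -100% = no-enzyme wells; nearly all actives have a fitted effect of over 25% in size; some results filed as inactive show a strong effect at the top dose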
#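 20 mM phosphate pH 7.0 + 0.01% (detergent screen) or 0.0001% Triton X-100; 5.3 nM AmpC reagent; cpd preinc 15 min RT; nitrocefin (800 uM stock) to start; A480 q20 s × 4 min; Activity was normalised to no-enzyme and no-compound control wells.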
# * hit, by the source's call; ? = inconclusive; / = no result given; [ ] = another dose, or the depositor's remark. Unless noted, calls follow the shape of the dose curve; as a rule, active = well fitted curve in the direction sought with a large enough effect; inconclusive = small, poorly fitted or top-dose-only effect, or another doubt; inactive = no such curve, though single readings can be large; an effect the other way counts as inactive or inconclusive. Unless noted, % is scaled to controls: 0 for no effect and ±100 for the full control effect.
# The line under a structure holds: LmPK inh | Sm TGR block | HCMV antiviral | AmpC inh no detg | AMA1-RON2 inh | TbPYK inhibitor | AmpC inh detg
CCCCCCn1c(CN2CCCCC2)nc2c1c(=O)n(C)c(=O)n2C
→ / | / | 29.4 | / | 3.5% | 4.9% | /
COc1ccc(S(N)(=O)=O)cc1C(=O)NNC(=O)c1cccc(S(=O)(=O)N2CCOCC2)c1
→ / | / | -17.8 | / | 5.9% | 2.4% | /
COC(=O)[C@H](c1ccccc1Cl)N1CCc2sccc2C1
→ -3.9% | 4.1% | -26.4 | -1.4% | 7.6% | -8.3% | -11.0%
COc1ccc2cc(C)c3nnc(SCC(=O)Nc4nc(-c5ccc(F)cc5)cs4)n3c2c1
→ 2.6% | -0.1% | 2.3 | 2.4% | 6.4% | -0.6% | -2.9%
O=C(Nc1ccon1)c1cccn(Cc2ccccc2)c1=O
→ / | 5.3% | 0.3 | / | / | -7.4% | -4.3%
O=[N+]([O-])c1cc(C(F)(F)F)cc([N+](=O)[O-])c1NCCNC(=S)Nc1ccc(Cl)c(Cl)c1
→ 6.6% | -9.3% | -92.7* | ? | -2.6% | 4.4% | -5.2%
Cc1ccccc1N=C1NC(=O)/C(=C/c2cccn2-c2cccc(C(=O)O)c2)S1
→ -1.1% | / | 7.8 | -28.3% | -6.2% | -8.0% | -0.1%
COc1ccccc1C1C(C(=O)NCc2ccccc2)=C(C)Nc2ncnn21 (centres undefined)
→ -8.9% | -11.6% | -6.3 | -11.3% | 18.5% | 0.0% | 3.4%
CCn1c2ccccc2c2cc(/C=N/NC(=O)c3cccc(C)c3)ccc21
→ 7.3% | 27.0% | 19.6 | -17.1% | 0.0% | 3.2% | 2.4%
CCCC(C)NC(=O)COC(=O)c1ccccc1SCC(=O)NC(C)CCC (centres undefined)
→ 1.7% | -8.5% | -32.1 | -10.2% | 2.3% | -2.0% | -14.4%
O=C(N/N=C/c1cccc(OC(=O)c2ccc3c(c2)OCO3)c1)c1cncc(Br)c1
→ -3.6% | 1.9% | -13.0 | -9.0% | 0.0% | -13.4% | -10.1%
CCc1nnc(SC(CC)C(=O)Nc2cc(C)ccc2C)c2cc3occc3n12 (centres undefined)
→ / | -1.6% | -4.7 | / | / | -0.6% | -2.6%
CCN1/C(=C/C=C2/SC(=Nc3cccc4ncccc34)N(C)C2=O)Sc2ccccc21
→ / | / | -10.3 | / | 3.6% | -7.8% | /
CCn1nc(C)c(CCN(C)C(=O)Nc2cc(C)cc(C)c2)c1C
→ / | -16.1% | 11.3 | / | / | -5.8% | 8.9%
COc1ccc(C)c2sc(N3CCN(C(=O)c4ccco4)CC3)nc12
→ / | -33.6% | -11.5 | / | / | -2.4% | -1.1%

# Fetched by structure from the list above:
# The line under a structure holds: LmPK inh | Sm TGR block | HCMV antiviral | AmpC inh no detg | AMA1-RON2 inh | TbPYK inhibitor | AmpC inh detg
COc1ccccc1C1C(C(=O)NCc2ccccc2)=C(C)Nc2ncnn21 (centres undefined)
→ -8.9% | -11.6% | -6.3 | -11.3% | 18.5% | 0.0% | 3.4%
COC(=O)[C@H](c1ccccc1Cl)N1CCc2sccc2C1
→ -3.9% | 4.1% | -26.4 | -1.4% | 7.6% | -8.3% | -11.0%

# The listing continues:
# The line under a structure holds: LmPK inh | Sm TGR block | HCMV antiviral | AmpC inh no detg | AMA1-RON2 inh | TbPYK inhibitor | AmpC inh detg
CCn1c(-c2c[nH]c3ccccc23)n[nH]c1=S
→ ? | -27.1% | 2.0 | -17.4% | 0.7% | ? | 1.6%
CCN(CC)CCNC(=O)c1ccc(-c2nc(CS(=O)(=O)c3ccc(C)cc3)c(C)o2)cc1
→ / | 0.8% | -27.3 | / | / | 1.0% | -3.4%
COc1cc(OC)cc(C2=Cc3ccc(OC)cc3C(CC(C)=O)N2c2ccc(C#CC3(O)CCCCC3)cc2)c1 (centres undefined)
→ / | / | 5.0 | / | 3.1% | -0.6% | /
O=C(COc1ccc(F)cc1)OCc1cc(=O)n2nc(C3CC3)sc2n1
→ / | -9.7% | -1.4 | / | / | -3.3% | 5.9%
CC(C)c1ccc(NC(=O)N2CCc3nc(NCc4cccc(Oc5ccccc5)c4)ncc3C2)cc1
→ / | / | -86.6* | / | -3.5% | 3.5% | /
O=C(O)Cc1ccc(S(=O)(=O)N2CCCC2)s1
→ / | / | -24.3 | -41.3% | -1.8% | -8.0% | /
CCN1CCN(C(=O)c2cccc(OC3CCN(S(C)(=O)=O)CC3)c2)[C@@H](C)C1=O
→ 2.6% | 6.1% | -2.3 | -4.4% | 16.4% | -11.6% | 4.1%
COc1ccc(Cn2c(C(=O)O)c(CNC3CCCCC3)c3ccc(C)cc32)cc1
→ / | -2.6% | 1.4 | / | / | -0.6% | 0.3%
Cc1ccc(C)c(C2=NNC(=NCc3ccccc3)SC2)c1
→ -9.0% | -12.7% | -66.4* | -39.3% | 52.2%[activator] | ? | -4.8%
Cc1ccc(Cn2ccn(Cc3ccc(C)cc3)c(=O)c2=O)cc1
→ / | 6.7% | 9.7 | / | / | 4.3% | 17.1%
COc1cccc2c1O/C(=N\O)C(C(=O)Nc1ccc(C)cc1)C2 (centres undefined)
→ -2.3% | 3.9% | -60.1* | -24.6% | -5.6% | -4.2% | 2.4%
CC1CCCN(C(=O)c2ccc3ncsc3c2)C1 (centres undefined)
→ / | -4.2% | -3.9 | -20.4% | -16.6% | -0.8% | ?
CC(=C/c1ccccc1)/C=N/NC(=O)c1cccs1
→ -8.1% | 11.7% | -21.6 | -34.5% | -12.7% | 0.3% | -2.9%
O=C(O)C1C2C=CC(O2)C1C(=O)NCc1ccc2c(c1)OCO2 (centres undefined)
→ -0.5% | ? | 57.5 | -17.1% | 2.5% | 0.6% | ?
Cc1c(C#N)c2ccccc2n1CCOc1ccccc1F
→ 4.1% | 5.4% | -1.5 | -37.3% | 9.3% | -1.3% | -17.0%

# Entries of single compounds, looked up by structure. Order of values: LmPK inh, Sm TGR block, HCMV antiviral, AmpC inh no detg, AMA1-RON2 inh, TbPYK inhibitor, AmpC inh detg
# Shown for COc1ccc(Cn2c(C(=O)O)c(CNC3CCCCC3)c3ccc(C)cc32)cc1 : /, -2.6%, 1.4, /, /, -0.6%, 0.3%
# Shown for COc1cc(OC)cc(C2=Cc3ccc(OC)cc3C(CC(C)=O)N2c2ccc(C#CC3(O)CCCCC3)cc2)c1 (centres undefined) : /, /, 5.0, /, 3.1%, -0.6%, /
# Shown for CC(C)c1ccc(NC(=O)N2CCc3nc(NCc4cccc(Oc5ccccc5)c4)ncc3C2)cc1 : /, /, -86.6*, /, -3.5%, 3.5%, /

# Next results:
# The line under a structure holds: LmPK inh | Sm TGR block | HCMV antiviral | AmpC inh no detg | AMA1-RON2 inh | TbPYK inhibitor | AmpC inh detg
Cc1ccc(C2=NN(CCC(=O)NC3CCCC3)C(=O)CC2)cc1
→ -2.6% | -8.6% | -9.4 | -10.5% | -8.0% | 2.5% | 3.0%
COc1ccc(NC(=O)N2CCCC(c3ccccc3)C2)cc1 (centres undefined)
→ 2.5% | -10.8% | -14.7 | -2.0% | -9.6% | -3.2% | -13.5%
CCOc1cc2c(cc1/C=C/c1noc(C)c1[N+](=O)[O-])OC(C)C2 (centres undefined)
→ -5.8% | -0.7% | -60.8* | -12.6% | -2.4% | 0.8% | 0.1%
Cc1ccc(OCCn2nnc3sc4c(c3c2=O)CCC(C)C4)cc1 (centres undefined)
→ / | -1.5% | 0.3 | / | / | -2.1% | -6.7%
CCOC(=O)N1CCN(C(=O)CCCn2nnnc2CN2CCC(C)CC2)CC1
→ 3.2% | -35.3% | 12.3 | 35.0% | 0.0% | -7.8% | -1.7%
Cc1cc(N2CCC(C)CC2)nc2ccc(NC(=O)Cc3ccccc3Br)cc12
→ / | -7.3% | -16.5 | / | / | -3.2% | 1.2%
CCCc1ccc(OCC(=O)NNC(=O)c2cccnc2)cc1
→ -6.5% | 2.3% | ? | -8.0% | 98.0%[activator] | 1.1% | -12.2%
COc1cc(S(=O)(=O)N2CCOCC2)cc(C(=O)c2nccn2C)c1OC
→ 7.0% | 0.0% | -11.5 | 4.1% | 19.7% | -0.7% | -9.7%
CNS(=O)(=O)c1ccc(C)c(S(=O)(=O)NC)c1
→ -2.4% | -10.4% | -35.6 | -19.8% | -1.4% | -9.8% | ?
Cc1n[nH]c(C)c1S(=O)(=O)N(C)Cc1ccco1
→ / | -15.1% | -29.8 | -10.2% | -4.8% | 2.0% | 4.0%
C=CCN(CC=C)CCOc1ccc(OC(C)C)cc1
→ -6.0% | -1.2% | -14.3 | 7.9% | ? | 16.8% | ?
Cc1ccc(N2CCN(S(=O)(=O)N(C)C)CC2)cc1Cl
→ -3.0% | 3.6% | -12.3 | 4.4% | -2.3% | -8.2% | -1.9%
O=C(C1CCCN(S(=O)(=O)c2ccc(Br)s2)C1)N1CCN(c2cccc(Cl)c2)CC1 (centres undefined)
→ / | 6.4% | -9.4 | / | / | -0.8% | 17.4%
COc1cc(OC)c2c(C)c(CC(=O)N3CCCCC3)c(=O)oc2c1
→ / | 0.3% | -7.3 | / | / | -5.8% | 2.6%
Cc1ccc(-c2cc(C(=O)N/N=C/c3cccnc3)n[nH]2)o1
→ -7.4% | -25.4% | -23.7 | -31.5% | 4.5%[2.32 µM] | 0.8% | -0.9%
CC1CCCCC1NC(=O)CSc1nnc(CNC(=O)c2ccccc2)n1C (centres undefined)
→ -1.3% | 3.9% | -16.7 | -1.4% | 3.6% | 0.8% | -5.7%
O=C(NCCc1ccccc1)c1cc2ccccc2oc1=O
→ -3.4% | 6.6% | -103.0* | 8.6% | -0.7% | 0.6% | ?
Cc1ccc(CNC(=O)CCCc2c[nH]c3ccccc23)cc1
→ -0.8% | 2.6% | -13.9 | -15.2% | -15.1% | 0.0% | -5.1%
CCOc1cccc(SCc2noc(C(=O)NCC3CCCO3)c2C(=O)O)c1 (centres undefined)
→ -1.6% | -16.5% | -12.2 | -9.1% | -3.7% | 2.8% | ?
Cc1c(C(=O)N2CCC(C)CC2)oc2ccc(S(=O)(=O)N3CCC4(CC3)OCCO4)cc12
→ 2.8% | 0.9% | -10.9 | 157.8%[activator] | -2.7% | -1.3% | -0.5%
